M1 antag – human M1 muscarinic receptor antagonists, primary screen, CHO-K1 cells, Fluo-8 calcium fluorescence, 1536-well | CHO-K1 hM1, ACh EC80 antagonist | inhibition, % at 3 µM | 360,000 compounds, 1.3% hits;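 active means percent inhibition above its own plate's cutoff, namely the mean of that plate's compound wells plus 3 SD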;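 further: peak over basal fluorescence ratio during 140 s after agonist addition; 0% = ACh EC80 plus DMSO and 100% = DMSO alone without agonist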
Target sequence (P11229 whole entry, looked up): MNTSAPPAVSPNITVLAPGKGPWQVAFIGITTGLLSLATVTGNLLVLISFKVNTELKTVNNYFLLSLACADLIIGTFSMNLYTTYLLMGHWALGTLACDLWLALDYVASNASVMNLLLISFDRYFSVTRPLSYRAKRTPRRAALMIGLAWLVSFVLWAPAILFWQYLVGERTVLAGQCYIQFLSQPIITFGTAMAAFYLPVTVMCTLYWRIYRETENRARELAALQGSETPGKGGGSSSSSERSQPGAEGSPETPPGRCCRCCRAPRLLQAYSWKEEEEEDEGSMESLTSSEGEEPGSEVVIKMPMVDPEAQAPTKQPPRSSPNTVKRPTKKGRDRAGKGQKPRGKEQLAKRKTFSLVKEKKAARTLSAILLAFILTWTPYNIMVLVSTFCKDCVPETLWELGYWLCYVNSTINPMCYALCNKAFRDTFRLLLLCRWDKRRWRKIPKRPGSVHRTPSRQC
TAAR1 ag – human TAAR1 agonists, primary screen, Fluo-8 calcium fluorescence, CHO RD-HGA16 cells. Trace amine-associated receptor 1 (Homo sapiens), Q96RJ0. vehicle wells 0%, saturating PEA agonist 100%. activation, % at 3 µM. 360,000 compounds, 0.99% hits. AID 624467, 2012;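 active means activation above the mean activation of all test compounds in the run plus 3 SD, cut at about 38% in these data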
Target sequence (Q96RJ0 whole entry, looked up): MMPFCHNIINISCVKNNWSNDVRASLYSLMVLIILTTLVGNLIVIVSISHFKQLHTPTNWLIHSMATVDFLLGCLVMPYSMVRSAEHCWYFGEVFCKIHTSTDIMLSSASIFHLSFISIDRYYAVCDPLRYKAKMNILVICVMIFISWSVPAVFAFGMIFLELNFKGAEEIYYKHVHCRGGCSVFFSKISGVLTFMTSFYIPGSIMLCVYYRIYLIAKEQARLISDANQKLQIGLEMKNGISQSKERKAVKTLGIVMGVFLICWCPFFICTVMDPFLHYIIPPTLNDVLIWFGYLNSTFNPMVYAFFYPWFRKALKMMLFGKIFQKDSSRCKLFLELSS
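System: CHO-derived RD-HGA16 cells with stable Gα16 and human TAAR1 / Times: 17-24 h plating, Fluo-8 75 min 37 °C, 30 min RT / Technique: calcium-sensitive Fluo-8 signal, excitation 470-495, emission 515-575 nm / Measure: % activation relative to PEA EC100 response / Benchmarks: DMSO and PEA EC100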
TAAR1 antagonist – human TAAR1 antagonists, primary screen, Fluo-8 calcium fluorescence, CHO RD-HGA16 cells | antagonist | inhibition, % at 3 µM | 360,000 compounds, 1.5% hits;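 active means inhibition above a per-plate cutoff, the mean inhibition of test compounds on that plate plus 3 SD, cut at about 49% in these data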;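 further: 0% = DMSO plus EC80 beta-PEA response and 100% = DMSO alone without agonist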
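Test system – hTAAR1-expressing CHO RD-HGA16 cells, Gα16-coupled · Reagent – β-PEA at EC80 concentration, post-compound challenge · Compound dosing – 3 µM, single point · Timing – 140 s kinetic read after compound, 140 s after agonist · Detection – Fluo-8 intracellular calcium dye fluorescence, real-time kinetic reads · Control set – DMSO and EC80 PEA controls · Repeats – n of 1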
CHO parental Ca – ATP-evoked calcium signal inhibitors, parental CHO, primary screen, counter-screen for OX1R antagonist project, cell-based, fluorescence, Fluo-8 calcium dye; AID 463079, 2010; 330,000 compounds, 0.63% hits; parental CHO-K1, ATP-induced calcium, Fluo-8 fluorescence; inhibition, % at 5.6 µM;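 active means inhibition above that plate's mean sample inhibition plus 3 SD, cut at about 26% in these data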;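 further: 0% = ATP-challenged DMSO wells and 100% = DMSO wells without ATP; some compounds past the cut are filed as inactive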
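Assay system: parental CHO cells; Read-out basis: percent inhibition of ATP-evoked calcium rise, normalized to controls; Benchmarks: ATP and no-ATP DMSO wells; Compound dosing: single nominal dose of 5.6 µM per compound; Signal: Fluo-8 calcium dye fluorescence; Also added: ATP as calcium-mobilizing challenge; Repeats: singlicate.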
CHO-K1 Ca antag – nonselective inhibitor or artifact in parental CHO-K1 cells | inhibition, % at 3 µM | ATP-induced calcium, Fluo-8 fluorescence | 360,000 compounds, 0.6% hits;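 active means inhibition above a per-plate cutoff, the plate's mean sample inhibition plus 3 SD, cut at about 24% in these data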;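 further: 0% = DMSO plus EC80 ATP and 100% = DMSO alone without ATP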
M1 PAM – human M1 muscarinic receptor positive allosteric modulators, primary screen, CHO-K1 cells, Fluo-8 calcium fluorescence, 1536-well; 360,000 compounds, 0.088% hits; AID 588819, 2011; CHO-K1 hM1, ACh EC20; 0% = ACh EC20, 100% = maximal ACh; Muscarinic acetylcholine receptor M1 (Homo sapiens), P11229; activation, % at 3 µM; in the data active means activation above about 19%, passing the limit was not always enough
M1 ag parental – counter-screen for M1 agonists: effect in parental CHO-K1 cells. activation, % at 3 µM. 360,000 compounds, 0.48% hits. Fluo-8 calcium fluorescence; scaled to maximal ATP response, vehicle zero; in the data active means activation above about 15%;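 further: untransfected CHO-K1 host cells lacking M1 receptor as counterscreen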
M1 PAM parental – nonselective calcium activators in parental CHO-K1 cells, primary screen, counter-screen for M1 PAM project, cell-based, Fluo-8 calcium fluorescence, full deck, 1536-well; ATP EC20; 0% at ATP EC20, 100% at ATP max; activation, % at 3 µM; 360,000 compounds, 0.02% hits; AID 602247, 2012;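 active means activation above the run cutoff, the mean activation of all test compounds plus 3 SD, cut at about 40% in these data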;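 further: peak over basal fluorescence ratio in a 140 s read after ATP addition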
M1 ag – human M1 muscarinic receptor agonists, primary screen, Fluo-8 calcium fluorescence, CHO-K1 cells, HTS | CHO-K1 hM1, agonist mode; 0% DMSO, 100% acetylcholine EC100 | activation, % at 3 µM | 360,000 compounds, 0.33% hits;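 active means activation above the run's mean compound activation plus 3 SD, cut at about 16% in these data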;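 further: peak over basal fluorescence ratio within a 140 s kinetic read after compound addition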
Numbers without * were called inactive; x = no result given.

[1] Nc1nc(CSC(=S)N2CCN(c3ccccc3)CC2)nc(Nc2ccccc2)n1
[2] CCOC(=O)c1cnn2c1[nH]c(=O)c1ccccc12
[3] CC(=NNC(=O)c1cccc(S(=O)(=O)N2CCCC2)c1)c1ccccc1
[4] COCCCNc1oc(-c2ccccc2Cl)nc1C#N
[5] C=CCOc1ccc(/C=N/NC(=O)C(C)Sc2ccccn2)cc1OC (stereo not given)
[6] COC1=C(Nc2ccccc2)C(=O)C(OC)=C(Nc2ccccc2)C1=O
entry no.,1,2,3,4,5,6
M1 antag,2,-4,-10,1,1,-23
TAAR1 ag,16,5,3,13,3,8
TAAR1 antagonist,31,-13,6,4,-1,-28
CHO parental Ca,-19,-7,-8,15,-14,x
CHO-K1 Ca antag,4,-3,-14,1,-5,-19
M1 PAM,0,3,4,11,-6,12
M1 ag parental,1.6,-0.2,0.3,0.8,2.1,0.4
M1 PAM parental,8,3,9,19,19,14
M1 ag,-5,-1,-8,-7,-3,0

[7] Cc1ccc(-c2nc(CS(=O)CC(=O)NCc3ccc4c(c3)OCO4)c(C)o2)cc1 (stereo not given)
[8] O=C(CCC1=NS(=O)(=O)c2ccccc2N1)NC1CCCCCCC1
[9] CCOC(=O)c1cnc2ccc(OC)cc2c1NCCN1CCOCC1
[10] Cc1ccc(S(=O)(=O)N(C)c2ccc3sc(C)nc3c2)cc1
[11] NC(=O)CC(NC(=O)Cc1ccc(Br)cc1)c1ccc(NCCc2ccc(F)cc2)c([N+](=O)[O-])c1 (stereo not given)
[12] COc1ccc(S(=O)(=O)N(CC(=O)NCc2ccccn2)c2ccc(Cl)cc2)cc1
entry no.,7,8,9,10,11,12
M1 antag,-20,-3,-13,-11,-2,-2
TAAR1 ag,x,10,5,6,9,1
TAAR1 antagonist,x,15,-16,9,8,-18
CHO parental Ca,-18,-18,-16,-11,-8,-13
CHO-K1 Ca antag,-9,-2,-9,-3,-8,-12
M1 PAM,2,5,2,6,6,-1
M1 ag parental,-0.7,0.3,0.8,13,0.4,2.5
M1 PAM parental,19,1,16,9,10,-15
M1 ag,-5,-1,-9,-4,-1,-5

[13] Cc1ccc(NC(=O)c2c(F)cccc2Cl)cc1NS(C)(=O)=O
[14] Cc1cccc(OCC(=O)Nc2cc(NC(=O)COc3cccc(C)c3C)cc(C(=O)O)c2)c1C
[15] CSC1=C(C#N)C(c2ccc(C)s2)CC(=O)N1 (stereo not given)
[16] O=C(CNC(=O)c1ccc(Cl)cc1Cl)OCN1C(=O)c2ccccc2C1=O
[17] O=C(N/N=C/c1ccc(F)cc1)c1sccc1OCc1ccc(F)cc1
[18] COc1ccc(CN2CC[C@H]3C=CC[C@@H](C(=O)N4CCOCC4)[C@H]3C2=O)cc1OC
entry no.,13,14,15,16,17,18
M1 antag,4,-19,-7,-13,-13,-3
TAAR1 ag,3,1,7,-1,3,8
TAAR1 antagonist,-14,-4,3,-14,21,4
CHO parental Ca,-2,-5,1,-2,-50,-6
CHO-K1 Ca antag,16,6,-35,1,-19,-9
M1 PAM,-3,11,7,12,7,2
M1 ag parental,-0.1,-0.4,0.6,0.3,2.6,0.5
M1 PAM parental,-24,-9,15,9,45*,2
M1 ag,-4,0,-4,1,2,-4

[19] COc1cccc(NC(=O)CSc2nnc(-c3ccco3)c(-c3ccco3)n2)c1
[20] COC(=O)c1c(NC(=O)C2CCCCC2)sc2c1CC(C)(C)NC2(C)C
[21] COC(=O)c1cc(S(=O)(=O)N(C)Cc2ccco2)c[nH]1
[22] CN(C)CCCn1c(N)c(S(=O)(=O)c2ccccc2)c2nc3ccccc3nc21
[23] O=C(Nc1ccccc1N1CCOCC1)c1cccc(S(=O)(=O)N2CCOCC2)c1
[24] COc1cccc(-c2nn(-c3ccc(C)cc3)cc2C(=O)N2CCN(C3CCS(=O)(=O)C3)CC2)c1 (stereo not given)
entry no.,19,20,21,22,23,24
M1 antag,-2,-7,3,-7,0,-1
TAAR1 ag,2,15,1,3,3,14
TAAR1 antagonist,-3,-4,10,-8,7,43
CHO parental Ca,-12,-6,4,-15,-14,-19
CHO-K1 Ca antag,-4,-7,-12,-2,-9,-13
M1 PAM,-2,7,-2,5,1,0
M1 ag parental,0.3,1.4,0.6,2.5,0.3,6.1
M1 PAM parental,9,19,5,-12,10,16
M1 ag,-4,-3,-2,-6,-6,-4

[25] COc1ccc(-c2nc(CSCC(=O)NC3CC3)c(C)o2)cc1OC
[26] O=C1CCCCN1CCc1c[nH]c2ccccc12
[27] CCN(CC)c1ccc(/C=N/N2CCN(Cc3ccccc3)CC2)cc1
[28] COc1cccc(OC)c1C(=O)NC(=S)NNC(=O)[C@H]1C[C@@H]1c1ccccc1
[29] CNC(=O)c1cccc(N2CCCC2=O)c1
[30] CC1=NN(C(=O)c2ccccc2C)C(O)(c2ccc(Cl)cc2)C1 (stereo not given)
entry no.,25,26,27,28,29,30
M1 antag,-5,-18,12,-5,8,-12
TAAR1 ag,0,15,10,0,7,-1
TAAR1 antagonist,-13,13,-21,13,3,2
CHO parental Ca,-15,5,-19,-9,0,x
CHO-K1 Ca antag,7,-7,-11,-10,-4,-11
M1 PAM,7,4,-8,5,-3,5
M1 ag parental,0.1,1.8,0.3,1.9,0.2,0.8
M1 PAM parental,-8,11,10,21,-2,18
M1 ag,-2,-2,-6,-2,-3,-7

[31] c1ccc(-c2oc3ncnc(NCCN4CCOCC4)c3c2-c2ccccc2)cc1
[32] CN(C(=O)CN1C(=O)S/C(=C\c2ccccc2F)C1=O)C1CCS(=O)(=O)C1 (stereo not given)
[33] Cc1cc(C)cc(NC(=S)NC(=O)C2CC2)c1
[34] Cc1cccn2c(=O)nc(SCC(=O)NC3CCCC3)nc12
[35] N#CCCCCN1c2cccc3cccc(c23)S1(=O)=O
[36] O=c1c(C=Nc2ccc(Cl)cc2)c[nH]n1-c1cccc(Cl)n1
entry no.,31,32,33,34,35,36
M1 antag,-1,-1,-16,-11,-14,-11
TAAR1 ag,-1,1,4,1,4,7
TAAR1 antagonist,17,-13,-50,-34,-12,-11
CHO parental Ca,-21,16,-15,-11,5,-9
CHO-K1 Ca antag,-15,5,-9,-6,-4,-3
M1 PAM,-2,9,12,7,8,9
M1 ag parental,3.1,9.2,1.3,1.4,0.6,0.0
M1 PAM parental,17,2,10,-2,8,-2
M1 ag,-9,1,-5,-3,-2,-2

[37] CCOc1ccc(Nc2nc(N)c([N+](=O)[O-])c(N3CCN(CC)CC3)n2)cc1
[38] N#C/C(=C\c1ccc(OCc2ccccc2)cc1)C(N)=O
[39] COc1cc2cc3c(N)c(C(=O)NCc4ccco4)sc3nc2cc1OC
[40] COc1c(O)ccc(C2NC(=O)NC(C)=C2C(=O)Nc2ccccc2C)c1[N+](=O)[O-] (stereo not given)
[41] CCCCC(=O)NC(c1ccc(Cl)cc1)c1ccc2cccnc2c1O (stereo not given)
[42] CC(=O)Nc1ccc2c(c1)N(C(C)=O)c1ccccc1CC2
entry no.,37,38,39,40,41,42
M1 antag,3,-5,-39,-5,-19,-6
TAAR1 ag,3,18,x,2,9,1
TAAR1 antagonist,-10,27,x,1,-17,3
CHO parental Ca,-11,-2,-25,-7,-15,-11
CHO-K1 Ca antag,-6,3,-3,6,-9,3
M1 PAM,-4,2,5,14,4,11
M1 ag parental,0.3,2.1,0.1,-0.3,4.7,0.0
M1 PAM parental,-9,2,17,-5,16,16
M1 ag,-9,3,-1,-8,-1,-4

Reformatted: results already given.
| # | molecule | M1 antag | TAAR1 ag | TAAR1 antagonist | CHO parental Ca | CHO-K1 Ca antag | M1 PAM | M1 ag parental | M1 PAM parental | M1 ag |
| --- | --- | --- | --- | --- | --- | --- | --- | --- | --- | --- |
| 24 | COc1cccc(-c2nn(-c3ccc(C)cc3)cc2C(=O)N2CCN(C3CCS(=O)(=O)C3)CC2)c1 (stereo not given) | -1 | 14 | 43 | -19 | -13 | 0 | 6.1 | 16 | -4 |
| 25 | COc1ccc(-c2nc(CSCC(=O)NC3CC3)c(C)o2)cc1OC | -5 | 0 | -13 | -15 | 7 | 7 | 0.1 | -8 | -2 |
| 26 | O=C1CCCCN1CCc1c[nH]c2ccccc12 | -18 | 15 | 13 | 5 | -7 | 4 | 1.8 | 11 | -2 |
| 27 | CCN(CC)c1ccc(/C=N/N2CCN(Cc3ccccc3)CC2)cc1 | 12 | 10 | -21 | -19 | -11 | -8 | 0.3 | 10 | -6 |

More entries follow.
[43] NS(=O)(=O)c1ccc(CCNC(=O)CSc2nc3ccsc3c(=O)n2C2CC2)cc1
[44] COCCNC(=S)N(C)[C@H]1C[C@H]2c3cc(Oc4ccccc4C)ccc3CCN2C(=O)[C@H]1[C@H](C)O
[45] C#CCNC(=O)C1=C[C@@H](c2ccc(Br)cc2)[C@H](CCCO)[C@@H](OCC)O1
[46] COCCn1c(Cc2ccccc2)nnc1SCC(=O)Nc1ccccc1
[47] O=C(COc1ccc(S(=O)(=O)NC2CCCC2)cc1)N1CCCCCC1
[48] COc1ccc(S(=O)(=O)N2CCCCC2)cc1N(C)S(=O)(=O)c1ccccc1
entry no.,43,44,45,46,47,48
M1 antag,-12,1,3,5,5,-9
TAAR1 ag,5,8,8,6,13,0
TAAR1 antagonist,-25,-3,9,0,-15,-23
CHO parental Ca,0,x,-1,-11,-5,-5
CHO-K1 Ca antag,-12,-1,-9,-7,-2,-10
M1 PAM,1,1,6,-3,-1,6
M1 ag parental,0.3,1.7,2.3,0.5,1.1,1.3
M1 PAM parental,17,11,7,24,12,8
M1 ag,-4,-1,-3,-5,-3,-2

[49] C[C@@H]1CN([C@H](C)CO)C(=O)CCCn2cc(nn2)CO[C@H]1CN(C)S(=O)(=O)c1ccc(F)cc1
[50] CCN1CCN(CCNC(=O)c2ccc(CS(=O)c3ccc(Br)cc3)o2)CC1 (stereo not given)
[51] COc1ccc(OCC(=O)N/N=C/c2ccsc2)cc1
[52] CCN(Cc1ccccc1)C(c1cccs1)c1nnnn1C1CCCCC1 (stereo not given)
[53] Cc1ccc(C(=O)ONc2ccc(N=NC(=O)c3ccccc3O)cc2)cc1
[54] O=C(CN1C(=O)NC2(CCCC2)C1=O)OCCOc1ccc(Cl)cc1
entry no.,49,50,51,52,53,54
M1 antag,-14,27,-2,-9,-11,-8
TAAR1 ag,-1,1,13,-2,1,0
TAAR1 antagonist,-10,-13,0,39,9,-4
CHO parental Ca,x,-9,8,18,-13,-16
CHO-K1 Ca antag,26*,-2,-2,-2,-22,0
M1 PAM,14,-12,7,8,8,1
M1 ag parental,0.1,0.3,0.6,-0.6,0.9,1.6
M1 PAM parental,7,-11,16,14,6,1
M1 ag,0,-4,-5,-3,0,-2

Screening results as filed in PubChem.
